High-throughput results deposited in PubChem by several laboratories.
CSM14.1 death rescue: rescue of cells from ER stress-induced death, primary screen, 384-well, CSM14.1, thapsigargin, ATP luminescence (AID 1222); CSM14.1 thapsigargin-induced death rescue, ATP luminescence; higher % means a stronger effect; cellular ATP content (survival), % at 20 µM; hits with a dose series show EC50 in µM; 190,000 tested, under 10 active;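 active = EC50 below 50 µM in the dose-response confirmation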;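 also: death triggered by thapsigargin at about 15 µM added after 2 h compound pretreatment; cell ATP read after overnight thapsigargin exposure of roughly 18 to 22 hours; normalized against plate controls of thapsigargin alone and 5% DMSO vehicle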
MT stabilizer: microtubule stabilizers in HeLa cells, primary screen, imaging, high-content imaging. AID 2205, 2009. 200,000 tested, 0.83% active. HeLa tubulin immunostaining HCS, 24 h; share of cells brighter than vehicle mean+2SD. % tubulin-high responders, % at 10 µM;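 active = plate Z-score above 3 for both tubulin-high and condensed-nucleus cell shares, with cell loss under 80%, at 10 µM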;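 also: anti alpha tubulin signal scored within the nucleus-defined area of each cell; some results filed as inactive read as strong as hits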
Dynein cargo inh: inhibitors of GR-EGFP nuclear translocation, primary screen, dynein cargo transport inhibitor project, imaging, high-content, 3617.4 mouse cells. z-score, hits read low. 220,000 tested, 0.47% active. AID 1381, 2008. test concentration mostly 20 µM; stimulated with dexamethasone, 1 µM; hits give low values;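 active = plate z-score of nuclear minus cytoplasmic receptor signal below a set negative limit, without overly bright fluorescence or cell loss, cut at about -3.5 in these data, passing the limit was not always enough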;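 also: z-score of nuclear minus cytoplasmic ring GR-EGFP intensity difference per well; some compounds called inactive have numbers as strong as hits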
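Also added: dexamethasone, 1.0 µM final. Medium: tet-free, stripped-serum medium. Detection: fixed, Hoechst-stained cells imaged at 10x for EGFP. Read-out: nuclear-to-cytoplasmic GR-EGFP distribution per well. Times: induction 48 h, compound 1 h, agonist 30 min.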
bCat nuc transl: modulators of beta-catenin nuclear translocation, primary screen, imaging, HeLa cells, immunofluorescence, high-content; nuclear translocation activity, % at 5 µM; 190,000 tested, 0.3% active; AID 1665, 2009;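 active = nuclear translocation activity above 50% at 5 µM, with a well cell count of 50 or more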;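 also: per-cell ratio of nuclear to cytoplasmic median beta-catenin stain intensity; plate controls were DMSO negative control for no effect and GSK-3 inhibitor IX positive control for full effect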
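Test system: HeLa cells, endogenous beta-catenin; Compound: single 5 µM dose plus 0.02–20 µM confirmation series; Times: compound exposure 24 h at 37°C; Signal: fluorescence imaging of beta-catenin antibody stain plus DAPI; Read-out: % activation, nuclear-to-cytoplasmic median beta-catenin signal ratio per cell.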
WT yeast gro inh: growth inhibition of WT strain, primary screen, mitochondrial fusion inhibitor project, WT and mutant strains, chemical genetic; 190,000 tested, 2.1% active; inhibition, % at 10 µM; mitochondrial fusion phenotypic screen; in the data active = inhibition above about 58%; tested in S. cerevisiae
Ins promoter up: insulin promoter activators in MIN6 cells, imaging, high-content screening, mouse beta cells. z-score at 5 µM. 190,000 tested, 0.3% active. AID 1625, 2009. MIN6 insulin promoter-GFP reporter; hits give high values;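 active = z-score above 3 at 5 µM with at least 500 cells counted in the well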
XIAP displacement: XIAP antagonists, biochemical, IAP family, fluorescence polarization (AID 1018); E3 ubiquitin-protein ligase XIAP (Homo sapiens); displacement, % at 20 µM, or IC50 in µM where a hit was titrated; 200,000 tested, 0.007% active; XIAP BIR domain, fluorescence polarization peptide displacement; higher % means a stronger effect; in the data active = displacement above about 50%; also: a part of the inactive calls stands beside numbers as strong as those of hits
Lipid droplet: inhibitors of hepatocyte lipid droplet formation, primary screen, imaging, high-throughput imaging, BODIPY stain; AML12 mouse hepatocytes, oleate lipid droplets; inhibition, % at 6.5 µM; 240,000 tested, 0.4% active; AID 1656, 2009;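 active = lipid droplet intensity inhibited by at least 50%, with more than 500 cells counted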
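Technique: fluorescence imaging, 20x objective, two fields per well / Assay system: AML12 hepatocytes (mouse) / Measure: % inhibition of lipid droplet signal / Doses: 6.5 µM single-point dosing / Incubation: overnight exposure / Reagent: 100 µM oleic acid challenge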
Autophagy HCS: autophagy modulators in MEF cells, primary screen, imaging, high-content, MEF GFP-LC3. MEF GFP-LC3 puncta imaging; test concentration mostly 10 µM. calls only at 10 µM (by protocol). 190,000 tested, 0.98% active;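 active = percentage of spot-positive cells more than 3 SD above its plate mean, without a fluorescence outlier flag or 80% toxicity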;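 also: spot-positive cell cutoff set from DMSO-treated cells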
WT yeast gro inh mutant strain: recorded beside WT yeast gro inh, whose call it bears; inhibition, %; mitochondrial fusion phenotypic screen, mutant strain inhibition
Dynein cargo inh cytoplasmic EGFP: further read-out of Dynein cargo inh, marked with its call; z-score; measured here: cytoplasmic GR-EGFP intensity; hits give high values
Dynein cargo inh nuclear GR-EGFP: further read-out of Dynein cargo inh, marked with its call; z-score; measured here: nuclear GR-EGFP intensity;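 lower value marks the stronger effect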
Dynein cargo inh cell count: further read-out of Dynein cargo inh, marked with its call; z-score; measured here: cell count per field
Ins promoter up cell count: also measured in Ins promoter up; calls as there; cell count; measured here: cytotoxicity, nuclei count;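 total cells summed across four imaged fields per well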
Lipid droplet cells 6.5 µM: also measured in Lipid droplet; calls as there; cell count; measured here: cell count, cytotoxicity flag;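 cells counted across two imaged fields per well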
bCat nuc transl cell count 5 µM: also measured in bCat nuc transl; calls as there; cell count; measured here: cell count, cytotoxicity flag
MT stabilizer Hoechst-high %: second read-out of MT stabilizer, no call of its own (marks repeat the call); % Hoechst-high responders; measured here: nuclear condensation Hoechst responders;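 share of cells brighter than vehicle mean plus two SD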
MT stabilizer cytotoxicity %: further read-out of MT stabilizer, marked with its call; toxicity, %; measured here: cytotoxicity by cell density;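 0% = mean cell density of plate MIN control wells and 100% = no cells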
Autophagy HCS cell loss 18 h: further read-out of Autophagy HCS, marked with its call; toxicity, %; measured here: cell loss, nuclei count;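 cell loss after 18 h compound exposure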
Numbers without * were called inactive; i = inactive; / = no result given.

SMILES,Lipid droplet,MT stabilizer cytotoxicity %,Autophagy HCS,MT stabilizer,Dynein cargo inh cell count,Dynein cargo inh,Ins promoter up,Dynein cargo inh nuclear GR-EGFP,XIAP displacement,CSM14.1 death rescue,Ins promoter up cell count,bCat nuc transl cell count 5 µM,WT yeast gro inh,WT yeast gro inh mutant strain,bCat nuc transl,Autophagy HCS cell loss 18 h,Lipid droplet cells 6.5 µM,MT stabilizer Hoechst-high %,Dynein cargo inh cytoplasmic EGFP
CCOC(=O)CC(=O)CSc1n[nH]c(=O)[nH]c1=O,-6,/,/,/,0.67,0.54,-0.12,0.16,/,/,1213,1332,/,/,-0.9,/,738,/,-0.19
COc1ccc(OCCNS(=O)(=O)c2ccc3oc4ccccc4c3c2)cc1,/,0.7,i,2.2,-1.4,2.2,0.5,0.68,-6.4%,-2.4%,1461,1282,10,-18,1.6,5,/,1.5,-0.15
NC1=NC2(CCCC2)N=C(Nc2ccccc2)N1,2,/,/,/,-0.65,1.1,0.74,0.22,/,/,1443,1357,/,/,-0.1,/,666,/,-0.26
N#CCC(=O)N1CCn2c1nc1ccccc12,0,25,i,3.0,0.015,-0.18,-0.07,-0.15,0.1%,/,1189,1090,7,22,-0.8,-1,624,2.7,-0.23
Nc1nc(CC(=O)CSc2ccc(Cl)cc2)nc(Nc2ccc(F)cc2)n1,-10,9.7,i,5.9,-0.98,0.4,-0.06,0.75,-7.1%,-2.0%,1432,1089,6,-1,-3.7,15,659,2.8,-0.21
COc1ccccc1Cn1cnc2cccnc21,/,5.7,i,2.1,0.18,0.075,0.8,0.27,-4.8%,-1.1%,828,/,11,9,/,-8,/,2.5,-0.18
COc1ccc(C(=O)NN=C(Cc2ccccc2)Cc2ccccc2)cc1OC,-9,10,i,2.1,-0.27,-0.39,-1.2,-0.15,-2.6%,-1.0%,1225,/,-3,-13,/,2,689,3.7,-0.22
O=c1cc(CN2CCC3(CC2)OCCO3)c2c(ccc3ccccc32)o1,11,9.8,i,1.8,0.33,-0.61,-0.06,0.0083,-6.3%,-1.6%,1735,1083,5,15,0.9,60,617,1.7,-0.22
COc1cccc(C2C(C(=O)c3cccs3)=C(O)C(=O)N2c2cc(C)on2)c1 (stereo not drawn),/,7.0,i,2.5,0.85,-1,-0.08,-0.082,-4.5%,-1.2%,1581,1353,-1,-9,3.1,-1,/,3.6,-0.12
COc1cccc(-n2nc(-c3ccnn3-c3ccc(F)cc3)c(=O)n(C)c2=O)c1,-10,4.7,i,2.0,0.25,0.29,1.2,-0.11,-6.9%,1.0%,985,/,-3,-13,/,-5,809,1.2,-0.22
O=C(CNC(=O)c1cccs1)NCC(=O)OCc1c(Cl)cccc1Cl,/,6.2,i,1.5,-0.96,1.8,-1,1.6,-3.5%,-2.6%,1493,1328,-2,-8,-0.1,13,/,1.2,-0.13
CC12CCC(C(=O)Nc3ccccc3-n3cccc3)(CC1=O)C2(C)C (stereo not drawn),-16,8.6,i,3.0,-0.45,0.43,0.26,0.32,-2.5%,2.6%,1591,1138,-12,-6,0.0,15,613,2.9,0.28
C=CCN(c1cccc(C(F)(F)F)c1)S(=O)(=O)c1cccc(C(=O)OCC(=O)NCCC)c1,-9,5.3,i,3.9,-2.2,-0.72,0.69,-0.28,-9.6%,2.4%,1627,1062,-2,-5,1.1,8,621,1.7,1.2
CC(=O)c1cc(C#N)c(SCC(=O)OC(C)C)nc1C,-2,7.0,i,2.9,0.63,-0.5,0.15,-0.15,-7.2%,-1.7%,1657,1055,-33,-22,-0.6,-7,687,2.7,0.62
CC(C)(Cc1ccc(O)cc1)NC(=O)CC(=O)N/N=C/c1ccc([N+](=O)[O-])cc1,1,8.2,i,2.9,0.97,-0.77,-0.09,-0.53,-8.9%,-1.5%,1508,1410,2,6,0.4,-2,618,1.1,-0.27
COCCCn1c(CCC(=O)O)ccc1-c1ccc(F)cc1,-34,53,i,2.5,1.3,-0.35,0.35,0.19,-2.4%,-0.3%,1838,1183,-5,0,-1.7,1,565,2.8,-0.23
CC12CCC(c3nnc(SCC(=O)Nc4cccc5ccccc45)nc31)C2(C)C (stereo not drawn),/,8.5,i,2.1,0.7,-1.2,-0.02,-0.56,-4.0%,-2.4%,1589,1339,8,2,0.3,-4,/,2.0,-0.27
O=C(CN1C(=O)c2ccccc2S1(=O)=O)Nc1ccccc1,/,0.2,i,2.3,-0.96,-0.51,1.6,-1.1,-4.3%,1.4%,1339,1382,9,-2,2.0,-1,/,1.3,-0.22
OCCCNC(=S)Nc1ccc(Nc2ccccc2)cc1,1,8.9,i,2.4,-1.4,-0.059,0.17,0.16,-3.8%,-0.6%,1511,1027,-2,9,-0.2,-18,640,1.0,0.13
Cc1ccc(N(CC(N)=O)C2SC(=O)NC2=O)cc1 (stereo not drawn),/,12,i,2.3,0.18,0.017,0.17,0.68,-21%,-0.5%,1070,434,-8,-15,-0.5,7,/,0.9,0.18
O=C(CN1CCN(Cc2ccccc2)CC1)NC(=O)NCc1ccco1,/,9.4,i,2.5,0.68,-0.45,-0.03,-0.26,-1.0%,-1.2%,1146,867,28,5,-1.3,10,/,2.3,-0.055
Nc1nn(-c2cccc(F)n2)cc1-c1ccccc1,8,4.5,i,5.6,1.3,-0.45,0,0.09,-11%,-0.2%,1318,1105,13,11,-2.4,-7,724,2.7,-0.23
CCOCC(O)CS(=O)Cc1ccccc1 (stereo not drawn),1,7.2,i,2.1,0.049,-0.6,0.29,-0.04,-11%,-0.9%,1064,1120,6,15,-2.8,6,752,1.2,-0.19
Cc1c(C(=O)O)[nH]c2ccc([N+](=O)[O-])cc12,-3,9.8,i,5.5,-0.069,-0.39,0.74,-0.37,-5.2%,-0.8%,1554,999,-11,16,0.3,-1,685,1.4,-0.33
CCC(=O)Nc1nc(-c2ccccc2)ns1,0,7.3,i,5.3,-1.3,1.8,/,1,1.2%,-2.3%,/,552,10,16,4.3,-12,795,1.6,-0.0045

Next section:
SMILES,Lipid droplet,MT stabilizer cytotoxicity %,Autophagy HCS,MT stabilizer,Dynein cargo inh cell count,Dynein cargo inh,Ins promoter up,Dynein cargo inh nuclear GR-EGFP,XIAP displacement,CSM14.1 death rescue,Ins promoter up cell count,bCat nuc transl cell count 5 µM,WT yeast gro inh,WT yeast gro inh mutant strain,bCat nuc transl,Autophagy HCS cell loss 18 h,Lipid droplet cells 6.5 µM,MT stabilizer Hoechst-high %,Dynein cargo inh cytoplasmic EGFP
Cc1nn(-c2ccccc2)c(N)c1N=Nc1ccc(Cl)cc1,7,19,i,9.5,0.68,-0.42,-0.12,-0.17,-3.9%,-0.8%,1473,925,81*,79*,10,5,589,36,-0.26
OCC(O)CN(c1ccccc1)c1ccccc1 (stereo not drawn),7,9.9,i,3.7,-0.57,1.1,0.42,0.5,1.8%,-1.8%,1097,1086,1,1,0.7,5,760,1.6,0.5
CC(=O)c1ccc(NC(=S)N2CCC(Cc3ccccc3)CC2)cc1,6,/,/,/,0.44,0.42,0.91,0.12,/,/,982,1321,/,/,0.3,/,783,/,-0.24
COCCN1CCc2[nH]c(=S)[nH]c(=O)c2C1,1,8.7,i,3.6,0.78,0.35,0.3,0.15,-12%,-1.4%,1463,1167,8,9,-0.8,18,530,2.1,-0.34
COc1ccc(-n2c(=O)c3c4c(sc3n3c(=S)[nH]nc23)CCC4)cc1,0,/,/,/,-0.47,-0.12,-0.79,-0.076,/,/,1377,1200,/,/,-4.5,/,722,/,-0.26
NS(=O)(=O)c1ccc(NC(=O)COC(=O)COc2ccc3ccccc3c2)cc1,-1,11,i,4.2,0.61,0.25,0.16,0.37,-7.5%,-1.7%,1675,941,6,-12,5.0,-1,693,1.3,-0.25
